Bioassay records: PubChem, Johns Hopkins Ion Channel Center
CHT PAM: allosterically activates the human high affinity choline transporter; CHT-expressing cells, membrane potential dye, choline EC20; active compounds read high; LV-AA mutant CHT in HEK293 cells; 0.49% of 310,000 active; AID 488977; Q9GZV3; B-score at 10 µM;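 active means initial fluorescence not abnormally high and integrated response B-score, plate-corrected, over 3 SD above library mean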
Target sequence (Q9GZV3 whole entry, looked up): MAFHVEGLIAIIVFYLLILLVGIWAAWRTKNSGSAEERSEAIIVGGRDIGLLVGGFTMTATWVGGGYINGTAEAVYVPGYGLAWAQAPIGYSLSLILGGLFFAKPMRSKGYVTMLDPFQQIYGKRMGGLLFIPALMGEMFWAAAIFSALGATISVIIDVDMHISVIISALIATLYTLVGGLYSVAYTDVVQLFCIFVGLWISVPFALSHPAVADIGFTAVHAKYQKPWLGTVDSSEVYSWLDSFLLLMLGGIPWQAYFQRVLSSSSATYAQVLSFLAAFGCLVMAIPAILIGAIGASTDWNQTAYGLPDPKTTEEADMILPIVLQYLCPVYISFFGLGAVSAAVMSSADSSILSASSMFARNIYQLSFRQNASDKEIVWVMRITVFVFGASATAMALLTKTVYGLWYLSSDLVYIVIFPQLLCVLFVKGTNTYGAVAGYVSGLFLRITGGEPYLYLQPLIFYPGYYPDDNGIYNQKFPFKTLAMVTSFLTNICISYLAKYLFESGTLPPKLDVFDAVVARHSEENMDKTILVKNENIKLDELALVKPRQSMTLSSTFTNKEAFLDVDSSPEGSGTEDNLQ
CHT inh: human CHT choline transport inhibition. B-score at 10 µM. CHT-expressing cells, membrane potential dye, choline response; active compounds read low. 0.86% of 310,000 active. Q9GZV3. AID 488975;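 active means B-score over 3 SD under the library average, and starting fluorescence ratio not unusually high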;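 further: choline stimulus applied at its EC90 after an EC20 pre-addition; B-score computed on integrated fluorescence ratio after choline addition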
An asterisk follows results filed as active; i = inactive.

SMILES	CHT PAM	CHT inh
O=C(O)CN1C(=O)NC2(CCCc3ccccc32)C1=O (centres undefined)	i	i
C/C(=N\NC(=O)CSc1nc2ccccc2o1)c1cccc(O)c1	i	i
CC(C)C(NC(=O)C1CCCCC1)C(=O)N1CCN(c2ccc(F)cc2)CC1 (centres undefined)	i	i
Cn1c(=O)[nH]c(NCCc2ccc(O)cc2)c([N+](=O)[O-])c1=O	i	i
O=C(O)c1cccnc1SCc1cn2cc(Br)ccc2n1	i	i
O=C(O)c1cccc(-n2cccc2/C=N/O)c1	i	i
N#Cc1ccccc1S(=O)(=O)N1CCN(C(=O)C2CCC2)CC1	i	i
CCC(C)(C#CCN1CCCCC1)OC(C)=O (centres undefined)	i	i
CC(C)(C)n1cn[nH]c1=S	i	i
CCCNC(=O)c1oc2ccc3c(c2c1C)C(=O)CC(C)(C)O3	i	i
Cc1cc(C)c(C)c(S(=O)(=O)N2CCC(C(=O)N3CCCCCCC3)CC2)c1C	i	i
O=C(CS(=O)(=O)c1c[nH]c2ccccc12)N1CCCc2ccccc21	i	i
CC/C(=N\NC(=O)c1nnn(-c2nonc2N)c1-c1cccs1)c1ccccc1	i	i
N#Cc1ccc(NC(=O)CNc2cc(S(=O)(=O)N3CCOCC3)ccc2NCC2CCCO2)cc1 (centres undefined)	i	i
Cc1cc(NC(=O)c2cc3ccccc3o2)cc(C)c1OCC(=O)N1CCOCC1	i	i
CC(C)NCCCCOc1cccc(Br)c1	i	i
CCCOc1ccc(C(=O)NNC(=S)NC(C)=O)cc1	i	i
Cc1nc2ccc(C(=O)Nc3ccccc3Cl)cc2s1	i	i
O=C(O)CCC(=O)Nc1cccc(-c2nnc(-c3ccccc3)o2)c1	i	i
O=C(Nc1nnc(-c2ccc(Cl)s2)o1)C1CCCCC1	i	i
O=C(COC(=O)CNS(=O)(=O)c1ccc(Br)cc1Cl)NC1CC1	i	i
O=C(Nc1ccc(CSc2ccccc2)cc1)c1ccco1	i	i
O=C(c1ccc(S(=O)(=O)c2ccccc2)cc1)N1CCCCCC1	i	i
COc1cc(C2C3=C(CC(C)(C)CC3=O)NC3=C2C(=O)c2ccccc23)ccc1O (centres undefined)	i	i

Sorted by molecular weight (ascending): some entries from above
SMILES	CHT PAM	CHT inh
CC(C)NCCCCOc1cccc(Br)c1	i	i
O=C(c1ccc(S(=O)(=O)c2ccccc2)cc1)N1CCCCCC1	i	i
Cc1cc(NC(=O)c2cc3ccccc3o2)cc(C)c1OCC(=O)N1CCOCC1	i	i
O=C(COC(=O)CNS(=O)(=O)c1ccc(Br)cc1Cl)NC1CC1	i	i

The list goes on.
SMILES	CHT PAM	CHT inh
Cn1cc(C(=O)N2CCN(c3cccc(Cl)c3)CC2)c(=O)c2cc(S(=O)(=O)N3CCOCC3)ccc21	i	i
Cc1nc2ccccc2n2c(-c3ccccc3)c3c(=O)n(C)c(=O)n(C)c3c12	i	i
CCN1CCS/C1=C/C=C/C1=[N+](CC)CCS1	6.9*	i
Cc1ccc(N=C2NC(=O)/C(=C/c3cccn3C)S2)c(C)c1	i	i
CCOC(=O)N1CCN(C(=O)c2ccccc2NC(=O)COc2ccccc2C)CC1	i	i
COC(=O)c1ccccc1NC(=S)NC(=O)COc1ccc(C(C)C)cc1	i	i
COc1ccc(NC(=O)CN(C)C(=O)c2c(C)nn(-c3ccccc3)c2Cl)cc1	i	i
C=CCN1CCN(C(=O)c2ccc3c(c2)OCO3)CC1	i	i
CCC(C)n1c(SCc2ccc([N+](=O)[O-])cc2)nc2ccsc2c1=O (centres undefined)	i	i
COCCCN(Cc1ccccn1)S(=O)(=O)Cc1ccccc1	i	i
COc1ccc(C(=O)Nc2ncc(C)s2)cc1S(=O)(=O)N1CCCC1	i	i
Cc1ccc(C2(c3noc(CN(C)CCCN4CCOCC4)n3)CCCC2)cc1	i	i
COc1ccc(S(=O)(=O)N2CCCCC2C(=O)O)cc1OC (centres undefined)	i	i
CC(=O)Nc1ccc(S(=O)(=O)N(C)C2CCN(C)CC2)cc1	i	i
COc1ccc(-c2nn3c(=O)c(C)nnc3s2)cc1	i	i
NC(=O)NCC1CC1	i	i
O=C(COc1ccc(Cl)cc1)Nc1c(-c2cccs2)nc2ccccn12	i	i
O=C1CCN(Cc2ccccc2)CCN1[C@H](COc1ccccc1)Cc1ccccc1	6.7*	i
COCCN1CCN(c2c(C)c(C)nc3cc(-c4cccc(OC)c4)nn23)CC1	i	i
O=C(CCC1CCCCC1)NCCN1C2=NC[C@H](Cc3ccccc3)N2C[C@H]1Cc1ccc(O)cc1	6.8*	i
c1ccc(CCn2nnnc2C(c2cccnc2)N2CCOCC2)cc1 (centres undefined)	i	i
CN1CCN(C(=O)CCc2ncc(C(F)(F)F)cc2Cl)CC1	i	i
COc1ccc(NC(=O)N2CCCCCC2)cc1OC	i	i
CC(C)Oc1ccc(C(CC(=O)O)NC(=O)CSc2ncn[nH]2)cc1 (centres undefined)	i	i
O=C(Nc1ccccc1C(=O)N1CCCCC1)c1cc(F)c(F)cc1Cl	i	i
CSc1nc(NCCCN(C)C)c2c3c(sc2n1)CN(C)CC3	i	i
Cc1cccc(S(=O)(=O)NCCC(=O)OCC(=O)Nc2ccc(C#N)cc2)c1	i	i
COc1ccc(OC)c(/C=C(\NC(=O)c2ccccc2)C(=O)N/N=C/c2ccc(C)s2)c1	i	i
Cc1ccc(F)cc1NC(=O)CCc1c(C)[nH]c(=O)c(C#N)c1C	i	i
CCn1c(CN2CCOCC2)nnc1SCC(=O)Nc1ccc(C(C)=O)cc1	i	i
CCOC(=O)c1ccc(P(=O)(c2ccccc2)c2ccccc2)cc1	i	i
CC(C)(C)c1cc(P(=O)(c2ccccc2)c2ccccc2)ccc1O	i	i
COc1ccc(/C=C(\C#N)C(=O)NC2CCS(=O)(=O)C2)cc1OC (centres undefined)	i	i
CCOC(=O)N1CCN(S(=O)(=O)c2ccc3c(c2)SCC(=O)N3)CC1	i	i
OC1(c2ccccc2)Cc2cccc[n+]2C1c1ccccc1 (centres undefined)	i	i
O=C(CSc1nnc(CCc2ccccc2)n1-c1ccc(Cl)cc1)c1ccccc1	i	i

Grouped by structure: the compounds so far containing a furan ring, fused or not.
SMILES	CHT PAM	CHT inh
CCCNC(=O)c1oc2ccc3c(c2c1C)C(=O)CC(C)(C)O3	i	i
Cc1cc(NC(=O)c2cc3ccccc3o2)cc(C)c1OCC(=O)N1CCOCC1	i	i
O=C(Nc1ccc(CSc2ccccc2)cc1)c1ccco1	i	i

Next results:
SMILES	CHT PAM	CHT inh
CCN(CC)S(=O)(=O)c1ccc(C(=O)Nc2cc(C)cc(C)c2)cc1	i	i
C=CCOC(=O)C1=C[C@@H](c2ccc(Br)cc2)[C@H](CCCO)[C@@H](OCC)O1	6.7*	i
CN(CC(=O)Nc1cccc(F)c1)C(=O)c1ccc2c(c1)S(=O)(=O)N=C1CCCCCN12	i	i
Nc1nc(SCC(=O)NC2CCCCC2)n[nH]1	i	i
O=C(NCc1csc(-c2cccs2)n1)C1CCCCC1	i	i
CC(OC(=O)CCCN=C1NS(=O)(=O)c2ccccc21)C(=O)c1ccccc1 (centres undefined)	i	i
O=C(c1cc(-c2ccncc2)nc2ccccc12)N1CCN(c2ccc(N3CCOCC3)nn2)CC1	i	i
COc1cc(CNc2nc3ccccc3s2)cc(OC)c1OC	i	i
CCc1ccc(-c2c(C)sc(NC(=O)C3CCC3)c2C#N)cc1	i	i
Cc1c(N/C(=N/S(=O)(=O)c2ccc(F)cc2)c2ccccc2)c(=O)n(-c2ccccc2)n1C	i	i
Nc1nonc1-n1nnc(C(=O)N/N=C/c2cccnc2)c1CSc1ccccc1	i	i
CCc1ccc2oc(=O)cc(CN3CCN(Cc4ccccc4)CC3)c2c1	i	i
c1ccc(NC2=NCCN2CC2CCCCC2)cc1	i	i
CC1CC(C)CN(CCCNC(=O)C2CCN(S(=O)(=O)N3CCCCC3)CC2)C1 (centres undefined)	i	i
COc1ccc(NC(=O)CN(C)C(=O)c2ccc3[nH]c4c(c3c2)CC(C)CC4)cc1 (centres undefined)	i	i
Cc1cccc(NC(=O)CSc2nnc(Cc3ccccc3)o2)c1	i	i
Cc1nc2sc(-c3ccccc3)cc2c(=O)n1-n1cccc1	i	i
Cc1ccc(NC(=O)c2ccc(Cn3cc(Cl)cn3)o2)c(C)c1	i	i
CCOc1cc(C2c3c(oc4cc(C)c(Cl)cc4c3=O)C(=O)N2Cc2ccco2)ccc1O (centres undefined)	i	i
CCOC(=O)c1ccc(N2C(=O)c3n[nH]c(C)c3C2c2ccccn2)cc1 (centres undefined)	i	i
Cc1ccc(CNC(=O)C2CC(c3ccccc3[N+](=O)[O-])=NO2)o1 (centres undefined)	i	i
COc1cccc(NC(=O)COC(=O)CCCc2c[nH]c3ccccc23)c1	i	i
O=C(/C(=C(\O)c1ccccc1)c1ncc[nH]1)c1ccccc1	i	i
O=S(=O)(Nc1nccs1)c1ccc2c(c1)OCCO2	i	i

Structures above that have a COOH group:
SMILES	CHT PAM	CHT inh
O=C(O)CN1C(=O)NC2(CCCc3ccccc32)C1=O (centres undefined)	i	i
O=C(O)c1cccnc1SCc1cn2cc(Br)ccc2n1	i	i
O=C(O)c1cccc(-n2cccc2/C=N/O)c1	i	i
O=C(O)CCC(=O)Nc1cccc(-c2nnc(-c3ccccc3)o2)c1	i	i
COc1ccc(S(=O)(=O)N2CCCCC2C(=O)O)cc1OC (centres undefined)	i	i
CC(C)Oc1ccc(C(CC(=O)O)NC(=O)CSc2ncn[nH]2)cc1 (centres undefined)	i	i

Following part
SMILES	CHT PAM	CHT inh
O=C(/C=C/c1ccc([N+](=O)[O-])cc1)NCCSc1ccccc1	i	i
O=C(CCCCCNc1nc(=S)[nH]c2ccccc12)NCCc1c[nH]c2ccccc12	i	i
N#C/C(=C\c1ccccc1)C(=O)NC(=O)Oc1ccccc1	i	i
Cc1ccc(-c2cc(C(=O)NCCCN3CCOCC3)c3ccccc3n2)cc1C	i	i
S=c1[nH]cc(-c2ccccc2)[nH]1	i	i
COc1ccc(CCNC(=O)C2CCN(S(=O)(=O)c3cccs3)CC2)cc1OC	i	i
O=C1c2ccccc2-c2onc3ccc(NCc4ccco4)c1c23	i	i
Cc1ccc(-n2ncc3c2CC(C)(C)CC3NC(=O)CCN2CCCO2)cc1 (centres undefined)	i	i
Cc1ccc(C)c2nc3sc(C(=O)N4CCCc5ccccc54)c(N)c3cc12	i	i
c1ccc(N2CCN(Cc3ccsc3)CC2)nc1	i	i
Fc1cc(F)cc(NC(=S)NN2CCOCC2)c1	i	i
COc1cc(C(=S)N2CCCCC2)ccc1OCC(=O)N1CCCC1	i	i
O=C(Nc1ccccc1)C1CCCN1S(=O)(=O)c1ccc(Br)cc1 (centres undefined)	i	i
COc1ccc(CC(=O)Nc2cc(NC(=O)Cc3ccc(OC)c(OC)c3)cc(C(=O)O)c2)cc1OC	i	i
O=C(CSc1nc2ccccc2[nH]1)N1CCN(S(=O)(=O)c2ccc(Cl)cc2)CC1	i	i
COc1ccc(/C=N/NC(=O)c2ccncc2)cc1CSc1nc2ccccc2s1	i	i
COc1ccc(C2=NS(=O)(=O)N(C)C(C(=O)Nc3ccc(F)cc3F)=C2)cc1	i	i
COC(=O)c1ccc(N2CCN(C)CC2)c(NC(=O)c2cccnc2)c1	10*	i
COC(=O)C1=C(C)NC(C)=C(C(=O)OC)C1C(=O)OCC(=O)c1ccc(F)cc1	i	i
FC(F)(F)c1ccnc(Oc2ccc(C3=NCCS3)cc2)c1	i	i
COc1ccc(-c2noc(CCC(=O)NCCCN3CCC(C)CC3)n2)cc1	i	i
CC1CN(C(=O)CSc2nc(-c3ccc(F)cc3)cs2)CC(C)O1 (centres undefined)	i	i
CCN(CC(=O)Nc1ccccc1C(F)(F)F)C(=O)c1ccc(N2C(=O)CCC2=O)cc1	i	i
CCN(CC)S(=O)(=O)c1ccc(OC)c(NC(=S)Nc2cccc(C)c2)c1	i	i
NS(=O)(=O)c1ccc(NCc2ccccc2OCc2ccccc2F)cc1	i	i
COCC(C)NC(=O)c1ccc(CN2CCc3ccccc3C2)cc1 (centres undefined)	i	i
CC(C)CN1CCN(Cc2cccn2-c2cccnc2)CC1CCO (centres undefined)	i	i
COc1ccccc1/C=C/C=N/N1CCN(c2ccccn2)CC1	i	i
COc1ccc(-c2nn(-c3ccccc3)cc2C(=O)Nc2ccc(C(=O)O)cc2)cc1	i	i
COc1ccc(CCNC(=S)N2CCC(C(N)=O)CC2)cc1	i	i
Cn1ccc(C(=O)Nc2sc3c(c2C(N)=O)CCCCC3)n1	i	i
CCC1Oc2ccccc2N(CC(=O)Nc2ccc(OC)cc2OC)C1=O (centres undefined)	i	i
CN(C)C(CNC(=O)CCNC(=O)c1ccc(Cl)cc1)c1ccco1 (centres undefined)	i	i
Cc1ccc(-n2c(C)cc(=O)cc2C)cc1[N+](=O)[O-]	i	-8.3*
COc1ccc(CN2CCN(C(=O)CC(C)C)CC2)cc1OC	i	i
CC1O[C@@H](O[C@H](C)CC/C=C/C(=O)O)C(O)C[C@H]1O (some centres undefined)	i	i
Nc1nnc(SCC(=O)OCC(=O)Nc2ccc(Br)cc2)s1	i	i
O=[N+]([O-])c1ccc(C2=Nn3c(Cn4nnc5ccccc54)nnc3SC2)cc1	i	i
O=C(CC1CCCCC1)N=C1SC2CS(=O)(=O)CC2N1c1ccccc1 (centres undefined)	i	i
Cc1ccc(S(=O)(=O)N2CCCC2C(=O)NC2CCCCC2)cc1 (centres undefined)	i	i
CC(CCN1CCN(CCO)CC1)c1ccccc1 (centres undefined)	i	i
Cc1ccc(S(=O)(=O)N2CCC(C(=O)NC3CCCCC3C)CC2)cc1 (centres undefined)	i	i
O=C1CC2C(=O)NCCN2C(=NC(=O)c2ccc(Cl)cc2)N1 (centres undefined)	i	i
O=S(=O)(Nc1ccccc1Cl)c1ccc(NS(=O)(=O)c2cccs2)cc1	i	i
